# Screens as filed in PubChem.
# DRD3 antagonist: D3 dopamine receptor (human) antagonism; P35462; D3R cells, DiscoveRx beta-arrestin luminescence, antagonist mode; active compounds read low; max response, negative = inhibition, %; actives 2.5% (n = 360,000); in the data active = max response below about -50%; inconclusive = no clear call, values can overlap the other calls; also: % is scaled to controls: 0 for no effect and ±100 for the full control effect; mostly tested at two doses, the higher about 12 µM
# Target sequence (P35462 whole entry, looked up): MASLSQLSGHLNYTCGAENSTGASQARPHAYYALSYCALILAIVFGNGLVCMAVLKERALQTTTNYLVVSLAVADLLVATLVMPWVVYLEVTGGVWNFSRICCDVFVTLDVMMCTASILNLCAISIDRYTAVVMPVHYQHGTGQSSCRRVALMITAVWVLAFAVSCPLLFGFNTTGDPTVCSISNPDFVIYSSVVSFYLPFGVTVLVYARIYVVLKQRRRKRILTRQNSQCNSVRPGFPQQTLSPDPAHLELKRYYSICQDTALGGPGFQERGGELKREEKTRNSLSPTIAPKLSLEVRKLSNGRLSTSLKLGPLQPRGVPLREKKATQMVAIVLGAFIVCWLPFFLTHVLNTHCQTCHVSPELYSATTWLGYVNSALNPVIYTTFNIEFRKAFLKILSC
#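 Cells expressing the human receptor were seeded at 1500 cells/well, incubated overnight at 37 degrees C in 5% CO2, then exposed to library compounds with dopamine controls for 90 minutes at 37 degrees C before luminescent detection.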
# PTHR1 agonist: PTHR1 (human) receptor agonism. actives 0.075% (n = 410,000). AID 743266. Potency, µM (doses to about 115 µM), for inactives: at the top dose activation, most hits filed as activators. HEK293 GP2 PTHR1 cells, GloSensor cAMP luminescence, 1 h. Q03431; also: potency is read from the fitted curve at half-maximal effect; nearly all actives have a fitted effect of over 55% in size; some results filed as inactive show a strong effect at the top dose; inactives centre near -15; many of its hits are not listed in these tables
# Target sequence (Q03431 whole entry, looked up): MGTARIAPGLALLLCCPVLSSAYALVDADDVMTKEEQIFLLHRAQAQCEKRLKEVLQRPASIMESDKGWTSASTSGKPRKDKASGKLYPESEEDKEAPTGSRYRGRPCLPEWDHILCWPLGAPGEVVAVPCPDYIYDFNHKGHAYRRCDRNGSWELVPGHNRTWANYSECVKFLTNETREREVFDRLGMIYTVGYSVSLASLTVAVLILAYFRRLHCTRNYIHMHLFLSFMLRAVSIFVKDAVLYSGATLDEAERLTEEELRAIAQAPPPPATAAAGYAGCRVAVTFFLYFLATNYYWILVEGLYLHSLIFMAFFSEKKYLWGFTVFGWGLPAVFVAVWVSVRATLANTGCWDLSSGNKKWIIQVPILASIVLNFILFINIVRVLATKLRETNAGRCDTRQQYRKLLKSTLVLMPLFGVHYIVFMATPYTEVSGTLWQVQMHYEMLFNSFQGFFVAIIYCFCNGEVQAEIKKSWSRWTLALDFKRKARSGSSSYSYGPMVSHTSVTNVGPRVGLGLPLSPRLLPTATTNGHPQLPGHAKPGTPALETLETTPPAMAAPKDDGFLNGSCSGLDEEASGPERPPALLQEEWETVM
#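 HEK-293-derived GP2 cells expressing PTHR1 and a GloSensor cAMP reporter, 3,000/well, plated overnight, given luciferin plus IBMX (each 0.5 mM as added) for 1 h at 37 °C, then compound for 1 h at 37 °C. Luminescence was read after 15 min at room temperature.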
# EPAC2 ag: activates human EPAC2 exchange factor. Q8WZA2. EPAC2 activation, biochemical qHTS; response scale: 100% = 6.5 mM cAMP response. Potency, µM (highest dose often 154 µM), inactives show top-dose activation, hits mostly activators. actives 0.079% (n = 360,000); also: potency is read from the fitted curve at half-maximal effect; nearly all actives have a fitted effect of over 50% in size
#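 qHTS, titration series. 100 nM EPAC2 / 250 nM Rap1B-BODIPY-GDP / 50 uM GDP; RT; ex 480/em 540 nm, 5-min reads to 30 min. Norm. to 6.5 mM cAMP = activation.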
# CCT modulator: cytosolic chaperonin activity modulation; purified chaperonin ATPase assay, HTRF ADP detection, 30 min; activity change, % (no concentration beside the values), hits read low; actives 0.3% (n = 360,000); AID 651819; in the data active = activity change below about -30%; also: % is scaled to controls: 0 for no effect and ±100 for the full control effect
#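 TRiC at 40 or 20 nM final (batch-dependent) in 30 mM Tris pH 7.4, 100 mM KCl, 5 mM MgCl2, 1 mM DTT, with compound at single 76 uM and 10 uM ATP, 30 min at 37 deg C. ADP detected by HTRF Transcreener, 665/615 ratio.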
# Mm-Cpn inhibitor: M. maripaludis TRiC chaperonin inhibition | purified Mm-Cpn ATPase, ADP Transcreener TR-FRET | Potency, µM (top dose mostly 76.9 µM), for inactives: top-dose activity, negative = inhibition, actives largely listed as inhibitors | actives 0.031% (n = 330,000) | AID 504842; also: potency is read from the fitted curve at half-maximal effect; % is scaled to controls: 0 for no effect and ±100 for the full control effect; nearly all actives have a fitted effect of over 80% in size
#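 Measured: ADP formation by purified Mm-CPN. Conditions: 25 nM protein, 10 uM ATP, Tris pH 7.4 with Mg2+, K+ and DTT, 37°C for 30 min. Detection: Transcreener HTRF after 30 min at room temperature.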
# Akt phos inh: Akt phosphorylation inhibition; AID 651550; activity change, % for hits at 50 µM; actives 0.32% (n = 360,000); Neuro2A IGF-stimulated pAkt S473 HTRF, 20 min; active compounds read low; in the data active = activity change below about -80%; inconclusive = mostly about -51% to -80%; also: % is scaled to controls: 0 for no effect and ±100 for the full control effect
#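 Neuro2A cells (4,500/well, DMEM with 0.5% FBS) were treated with compound at a single 50 µM final concentration, stimulated with 6 nM IGF for 20 min at 37 °C, and lysed. Phospho-Akt Ser473 was read by HTRF as 665/615 ratio ×10^4.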
# DRD3 agonist: activates the human D3 dopamine receptor; P35462; D3R DiscoveRx beta-arrestin cells, luminescence, 90 min; max activation, %; AID 652048; actives 0.58% (n = 410,000); in the data active = max activation above about 30%; also: 0% is about no effect; mostly tested at two doses, the higher about 12 µM
#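 Agonist-mode cell screen: cells plated at 1500/well and incubated overnight at 37 °C, then exposed to library compounds for 90 min at 37 °C. Detection reagent was added for 30–60 min at room temperature, and luminescence was read.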
# EPAC2 antagonist: blocks human EPAC2 exchange factor; Q8WZA2; EPAC2 GEF exchange of Rap1B-BODIPY-GDP, fluorescence; actives 0.18% (n = 360,000); AID 720708; Potency, µM (doses to about 114 µM), without a hit: top-dose activity, negative = inhibition, actives largely listed as inhibitors; also: potency is read from the fitted curve at half-maximal effect; % is scaled to controls: 0 for no effect and ±100 for the full control effect; nearly all actives have a fitted effect of over 45% in size; many of its hits are not listed in these tables
# The depositor's hits bear a star; i = inactive; ? = inconclusive; / = not tested or not shown; & = joins results of further samples; [ ] = another dose, or the depositor's remark. Unless noted, calls follow the shape of the dose curve; as a rule, active = well fitted curve in the direction sought with a large enough effect; inconclusive = small, poorly fitted or top-dose-only effect, or another doubt; inactive = no such curve, though single readings can be large; an effect the other way counts as inactive or inconclusive. The list is partial (hit frequency here may not be typical).
# A first look:
# Second line of a record: EPAC2 antagonist | Mm-Cpn inhibitor | EPAC2 ag | DRD3 agonist | CCT modulator | PTHR1 agonist | DRD3 antagonist | Akt phos inh
Cc1cc(C)n2nc3ccccc3c2n1
  0% | -2% | 7% | 6 | -4.6 | i | 29 | i
Cc1ccc(S(=O)(=O)NCC(=O)OCC(=O)NCc2ccco2)cc1
  5% | 0% | -2% | -6 | -2.0 | -8% | 0 | i

# The listing, from the first entry:
# Second line of a record: EPAC2 antagonist | Mm-Cpn inhibitor | EPAC2 ag | DRD3 agonist | CCT modulator | PTHR1 agonist | DRD3 antagonist | Akt phos inh
Cc1cc(C)n2nc3ccccc3c2n1
  0% | -2% | 7% | 6 | -4.6 | i | 29 | i
Cc1ccc(S(=O)(=O)NCC(=O)OCC(=O)NCc2ccco2)cc1
  5% | 0% | -2% | -6 | -2.0 | -8% | 0 | i
COc1ccc(NC(=O)C2CCN(c3nc(C)nc4c3CCC4)CC2)cc1
  -2% | -1% | 16% | -11 | -6.6 | 30% | -17 | i
CCOC(=O)C1(C)NC(c2ccc(OC)cc2OC)C2C(=O)N(CC)C(=O)C21 (stereo not drawn)
  1% | -29% | 0% | 8 | 2.2 | ? | -5 | i
O=C(c1ccc(=O)[nH]n1)N1CCc2ccccc2C1
  11% | 2% | 3% | -15 | -0.6 | i | -4 | i
Cc1sc2ncnc(N3CCN(Cc4ccccc4)CC3)c2c1-c1ccc(F)cc1
  -17% | 1% | 6% | 15 | -1.5 | -96%[inhibitor] | 4 | i
Cc1ccn(C(=O)c2ccc(NC(=O)C3CCCCC3)cc2)n1
  -5% | 2% | 1% | -9 | 0.2 | -27% | -12 | i
Cc1cc(=O)n2nc(N3CCC(C(=O)NCc4ccco4)CC3)sc2n1
  5% | -2% | 8% | 2 | -1.1 | -10% | -5 | i
COc1ccccc1OCC(O)Cn1c(Br)nc2c1c(=O)[nH]c(=O)n2C (stereo not drawn)
  10% | 1% | 5% | 1 | -0.9 | -2% | 13 | i
O=C(NCCN1CCOCC1)c1ccc2c(c1)N(Cc1ccc(F)cc1)C(=O)c1ccccc1S2(=O)=O
  -1% | 1% | 12% | -3 | -1.4 | i | ? | i
Cc1cc2c(cc1C)-n1nnnc1C(N1CCN(CC(=O)NC(C)C)CC1)C(=O)N2 (stereo not drawn)
  2% | / | -6% | 6 | / | i | 12 | i
COC(=O)c1cccc(NC(=O)CCCOc2cccc(C)c2)c1
  -12% | -1% | 9% | 4 | -1.5 | -13% | -4 | i
CCOC(=O)c1c(C)[nH]c(C(=O)OC(C)C(=O)NC2CCCCC2C)c1C (stereo not drawn)
  26% | 2% | -10% | 2 | -2.4 | -1% | 5 | i
CCn1nnnc1SCC(=O)N1CCN(Cc2ccc3c(c2)OCCO3)CC1
  18% | -1% | 5% | 0 | 0.6 | i | -4 | i
Cc1[nH]nc2c1C(c1ccc(-c3ccccc3C#N)o1)C(C#N)=C(N)O2 (stereo not drawn)
  -2% | 1% | 10% | 4 | -0.3 | i | 13 | i
CC(C)(C)NC(=O)CN(C(=O)CS(=O)CC(=O)Nc1ccc(F)cc1)c1cccc(F)c1 (stereo not drawn)
  -12% | -1% | 4% | -5 | 1.4 | -16% | 1 | i
Cc1ccc(C(=O)OCc2c(C)noc2C)cc1NC(=O)c1ccco1
  2% | 1% | 1% | 13 | 0.6 | i | 6 | i
CC1CCCCN1C(=O)CCc1nnc(Cc2c[nH]c3ccccc23)o1 (stereo not drawn)
  1% | 0% | 1% | -3 | -1.0 | -30%[inhibitor] | -4 | i
Cc1ccc(/C=C2\SC(=S)N(CCCC(=O)NNC(=O)c3ccccc3O)C2=O)cc1
  13% | 0% | 6% | -12 | 0.2 | -25% | 58 | i
O=C(CCN1C(=O)COc2ccccc21)N1CCCCC1
  -8% | -1% | 0% | 4 | 0.4 | 14% | 10 | i
CCOc1cccc2sc(=NC(=O)c3ccco3)n(CC(=O)OC)c12
  -1% | -4% | -7% | 2 | -1.8 | -20% | 15 | i
O=C(NN1CCOCC1)NC12CC3CC(CC(C3)C1)C2
  -11% | 0% | 8% | -13 | -0.2 | i | 10 | i
COc1cccc(-n2nc(-c3ccnn3-c3ccc(C)cc3)c(=O)n(C)c2=O)c1
  -13% | -1% | 8% | -4 | -0.1 | -13% | -24 | i
CCN(C(=O)COC(=O)CCc1ccccc1)c1ccccc1
  -4% | 2% | 0% | -9 | -1.8 | -3% | -8 | i
O=C(Nc1nc(-c2ccc(F)cc2)cs1)C1CCCO1 (stereo not drawn)
  -3% | -3% | 6% | 12 | -1.2 | -20% | 7 | i
C=CCn1c2ccccc2c(=O)c2cc(C#CC[C@@H](C)O)ccc21
  -2% | ? | 5% | 24 | -1.1 | -22% | 2 | i
CCOc1nc2cnccc2n(CC(=O)Nc2ccccc2C(=O)OC)c1=O
  -4% | 0% | 10% | 4 | -0.2 | i | -5 | i
CCCCCCc1nnc(NC(=O)c2ccco2)s1
  5% | 2% | 5% | 0 | -0.7 | -17% | -3 | i
CSc1nc(N)nc(-c2cccs2)c1C#N
  -2% | -3% | -7% | 2 | -1.7 | -37% | 14 | i
Cc1nnc2c(NCCc3ccccc3)nc3ccccc3n12
  2% | 2% | -9% | 0 | 0.0 | -4% | 7 | i
C/C(N)=C(/C#N)C(=O)CSc1nc2ccccc2c(=O)n1Cc1ccc(F)cc1
  -2% | -1% | -3% | -3 | -4.1 | -89%[inhibitor] | -8 | i
O=C(Nc1ccc2c(c1)C(=O)OC2)c1ccccc1Cl
  4% | 2% | 4% | -1 | 0.0 | -13% | 1 | i
Cc1ccccc1S(=O)(=O)Cc1ccc(C(=O)N2CCN(c3ccccc3F)CC2)o1
  -23% | 2% | 10% | 0 | 0.8 | -26% | 26 | i
CCCCCCCCCCC[C@@H](C[C@@H]1OC(=O)[C@H]1CCCCCC)OC(=O)[C@H](CC(C)C)NC=O
  -14% | 1% | -12% | 7&-12 | -1.7 | -2% | 31 | i
CCOC(Cn1c(CCCO)nc2ccccc21)OCC
  -4% | 0% | 6% | -1 | 0.9 | i | -17 | i
Cc1ccc(NC(=S)NC2CCN(Cc3ccccc3)CC2)cc1
  -1% | 0% | -1% | -27 | -1.3 | i | -61* | i
Cc1ccc(NC(=O)COC(=O)c2cccc3c(=O)c(C)c(-c4ccccc4)oc23)cc1
  2% | -22% | 7% | 4 | -5.1 | i | 8 | i
CCOC(=O)[C@]12CCCC=C1N(CCC1=CCCCC1)C(=O)[C@H](CC(=O)N1CCC(c3ccccc3)CC1)C2
  -18% | / | -2% | 0 | / | -4% | 0 | i
C(=C\c1ccccc1)/CN1CCN(C(c2cccs2)c2nnnn2C2CCCC2)CC1 (stereo not drawn)
  -22% | / | 10% | -15 | -1.7 | -3% | -86* | i
COc1c2ccoc2cc2oc(=O)ccc12
  1% | -1% | 5% | -7 | -1.8 | -28% | -9 | i
COC(=O)C1=C(CS(=O)(=O)c2ccccc2)NC(=O)NC1c1ccc(O)cc1 (stereo not drawn)
  -2% | 0% | 7% | 2 | -0.5 | -64%[inhibitor] | -2 | i
O=C(NCCCCNCCCNC(=O)c1ccccc1)c1ccccc1
  -14% | -1% | 7% | -58 | 1.2 | -17% | -51* | i
O=C(COc1ccc(-c2ccccc2)cc1)N/N=C/c1cccnc1
  4% | 0% | 5% | 2 | 1.4 | -15% | 13 | /
O=C(/C=N/O)NCCCN1CCCCCC1
  7% | -3% | 5% | 3 | 2.7 | 0%[57.5 µM] | 17 | i
CCOc1ccccc1N1CCN(C(=O)c2ccc3[nH]c4c(c3c2)CCCC4)CC1
  -23% | -1% | 19% | 0 | 0.4 | i | ? | i
NC(=O)N[C@@H](Cc1c[nH]c2ccccc12)C(=O)OCC(=O)N1CCCCC1
  3% | 0% | -1% | -5 | -0.4 | 2% | 10 | i
CC(NC(=O)c1ccccc1F)C12CC3CC(CC(C3)C1)C2 (stereo not drawn)
  ? | 0% | 7% | 6 | -3.8 | -4% | 2 | i
O=C1OC2CCC1(c1ccccc1)C2 (stereo not drawn)
  -4% | 1% | 25% | -1 | -2.5 | -20%[57.5 µM] | 6 | i
O=C(NCC(c1ccco1)N1CCCC1)c1ccc(S(=O)(=O)Nc2ccccc2Cl)cc1 (stereo not drawn)
  -9% | 1% | -3% | -7 | -6.4 | -11% | 8 | i
COc1ccc(-c2noc(CCC(=O)N3CCC(c4cc(C)ccc4C)CC3)n2)cc1
  1% | -1% | 13% | 16 | 0.4 | -42%[inhibitor] | 18 | i
Cc1ccc(Nc2cc(C)nc3nc(C)nn23)c(C)c1
  -9% | 1% | 1% | 2 | 1.3 | 8% | -1 | i
CCCC(=O)N1CCCC(c2cc(C(=O)NCc3ccc(F)cc3)no2)C1 (stereo not drawn)
  8% | / | 8% | 1 | -0.5 | i | 10 | i
CN(C)c1ccc(C(C(=O)NCc2ccccc2)N(Cc2ccco2)C(=O)c2snc(C(N)=O)c2N)cc1 (stereo not drawn)
  -16% | 0% | 5% | 4 | 0.2 | i | 57 | i
Cc1ccc(C)c(NS(=O)(=O)c2cc(C(=O)Nc3cccc(N(C)S(C)(=O)=O)c3)ccc2C)c1
  -10% | 1% | 8% | 7 | -0.3 | -43%[inhibitor] | 24 | i
COc1ccc(NS(=O)(=O)c2ccc(NS(C)(=O)=O)cc2)cc1
  16% | 2% | 4% | 12 | 2.3 | i | 6 | i
CSc1nnc(-c2ccc(NC(=O)CCc3ccccc3)cc2)n1C
  2% | -3% | -3% | -6 | -0.8 | i | -19 | i

# Some values from above:
# `O=C1OC2CCC1(c1ccccc1)C2` (stereo not drawn) in DRD3 antagonist = 6
# `O=C(Nc1ccc2c(c1)C(=O)OC2)c1ccccc1Cl` in EPAC2 antagonist = 4%
# `CCCCCCCCCCC[C@@H](C[C@@H]1OC(=O)[C@H]1CCCCCC)OC(=O)[C@H](CC(C)C)NC=O` in EPAC2 ag = -12%
# `CC(NC(=O)c1ccccc1F)C12CC3CC(CC(C3)C1)C2` (stereo not drawn) in DRD3 antagonist = 2
# `COc1c2ccoc2cc2oc(=O)ccc12` in DRD3 antagonist = -9
